High-throughput results: PubChem BioAssay, Emory University Molecular Libraries Screening Center
PGE2 EP2 inh: EP2 receptor (human) inhibition. P43116. C6 glioma cells expressing human EP2, cAMP TR-FRET; cells stimulated with saturating PGE2. inhibition, % at 25 µM. 260,000 compounds, 0.52% hits;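 active = percent inhibition above 40 after rounding to a whole number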;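 note: rat C6 glioma host cells with rolipram phosphodiesterase inhibitor present; the protocol text gives 20 µM as final concentration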
Target sequence (P43116 whole entry, looked up): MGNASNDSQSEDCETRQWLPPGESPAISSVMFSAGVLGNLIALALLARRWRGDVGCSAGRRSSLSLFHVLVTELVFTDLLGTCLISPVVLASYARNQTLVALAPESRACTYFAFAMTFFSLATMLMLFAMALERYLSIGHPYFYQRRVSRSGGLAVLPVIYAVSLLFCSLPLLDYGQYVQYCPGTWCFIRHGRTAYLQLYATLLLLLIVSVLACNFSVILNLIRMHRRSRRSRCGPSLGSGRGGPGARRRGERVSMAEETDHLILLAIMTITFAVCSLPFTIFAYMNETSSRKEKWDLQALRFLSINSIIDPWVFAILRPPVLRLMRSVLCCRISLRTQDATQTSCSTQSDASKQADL
EP2 mod: EP2 receptor (human) modulation; P43116; EP2-expressing cells, cAMP HTRF FRET, PGE2 co-stimulation; induction, % at 25 µM; 260,000 compounds, 0.83% hits; AID 940;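 active = compounds whose cAMP rise, as percent of the full-agonist control response, exceeds 60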;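 note: rat C6 glioma line stably carrying human EP2 under a CMV promoter; the protocol text gives 20 µM as final concentration; 100% = response of wells given 1 µM PGE2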
* marks the source's active call; other numbers are inactive results; & = joins results of further samples.

SMILES	PGE2 EP2 inh	EP2 mod
Cc1ccc(C(c2nnnn2Cc2cccs2)N2CCN(C3CCCC3)CC2)cc1 (centres undefined)	7	-2
COc1ccc(N2CC(C(=O)Nc3ccccc3F)CC2=O)cc1 (centres undefined)	12	-15
CCN(CC)CCN(Cc1cc2c(C)ccc(C)c2[nH]c1=O)C(=S)NCC1CCCO1 (centres undefined)	6	-46
O=c1c2c3c(sc2ncn1Cc1cccc(Cl)c1)CCCC3	6	-16
Cc1cc(=O)n2[nH]c(CC(=O)N3C4CCC3CC(c3ccc(F)cc3)C4)nc2n1 (centres undefined)	4	-1
COc1ccc(C(=O)Nc2cc(C(F)(F)F)ccc2N2CCOCC2)cc1	10	26
COCCSc1nnc(Cc2ccc3c(c2)OCO3)o1	6	-1
O=C(NCCNC(=O)c1ccco1)c1ccc(Cl)cc1	27	2
Oc1cccc(CN2CCCC(c3noc(-c4ccccn4)n3)C2)c1 (centres undefined)	5	-26
Cc1ccc(NC(=O)CN2CCC(C(=O)c3ccc4c(c3)OCCO4)CC2)c(Br)c1	8	-30
CCN1CCN(Cc2ccc(O)c3ncccc23)CC1	13	-21
COc1cccc(C(=O)NC2CCN(CC(=O)Nc3ccc(C)cc3Br)CC2)c1	10	-55
Nc1cc(-c2cccs2)nn(Cc2ccccc2Cl)c1=O	10	-11
CCC(c1nnnn1C1CCCC1)N1CCN(C)CC1 (centres undefined)	9	21
Cc1cc(C)nc(N2CCC(C(=O)Nc3cccc(C)c3C)CC2)n1	5	0
COc1ccc2c(c1)c(CC(=O)O)c(C)n2C(=O)c1ccccc1	5	15
Cc1cc(C)c2cc(CN(Cc3ccccc3)C(c3nnnn3C3CCCC3)C(C)C)c(=O)[nH]c2c1 (centres undefined)	8	26
Cc1cc(C)c(C(=O)NCc2ccco2)c(C)c1C(=O)NCc1ccco1	9	4
O=C(NC1CCCCC1)NC1CCN(CC(=O)c2ccccc2)CC1	8	-2
O=C(CSc1nc(-c2ccc(F)cc2)cc(C(F)(F)F)n1)N1CCCCCC1	5	21
CC1CCCCN1Cc1nc2c([nH]1)c(=O)n(C)c(=O)n2C (centres undefined)	3	-9
COC1CCC(C(=O)NC(c2ccccc2)c2nccn2C)CC1 (centres undefined)	10	-12
CCCC1CC(C)(C)CCN1c1c[nH]c(=O)[nH]c1=O (centres undefined)	12	-5
Cc1c(C(=O)NC2(c3cccc(F)c3)CCCC2)sc2ncn(C)c(=O)c12	6	-28
O=C1N=C(O)CN1/N=C/c1ccc(-c2ccc([N+](=O)[O-])cc2)o1	19&14	16

Carrying on.
SMILES	PGE2 EP2 inh	EP2 mod
Cc1nn(CC(=O)NCc2ccco2)c(=O)c2cc3occc3n12	3	-3
CC(=O)NC1CCNCC1	13	1
CCOC(=O)CN1C(=O)C(C)(C)Oc2ccc(C(=O)Nc3ccc(C(C)C)cc3)cc21	8	19
CCNc1nc2c(c(=O)[nH]c(=O)n2C)n1CCOc1ccccc1	4	-11
O=C(OC[C@H]1O[C@H](OC(=O)c2cc(O)c(O)c(OC(=O)c3cc(O)c(O)c(O)c3)c2)[C@H](OC(=O)c2cc(O)c(O)c(OC(=O)c3cc(O)c(O)c(O)c3)c2)[C@@H](OC(=O)c2cc(O)c(O)c(OC(=O)c3cc(O)c(O)c(O)c3)c2)[C@@H]1OC(=O)c1cc(O)c(O)c(OC(=O)c2cc(O)c(O)c(O)c2)c1)c1cc(O)c(O)c(OC(=O)c2cc(O)c(O)c(O)c2)c1	12	23
CCC(C)(C)NC(=O)C(c1ccc(C)o1)N(C(=O)c1csnn1)c1cccc(Cl)c1 (centres undefined)	3	-1
CCc1ccccc1NC(=O)CN1C(=O)C(C)(C)Oc2ccc(C(=O)NC3CCCC3)cc21	6	-14
CC(CCc1nc2ccccc2s1)(c1ccc(O)cc1)c1ccc(O)cc1	100*	-33
CCCC(c1nnnn1C(C)(C)CC)N(Cc1ccco1)Cc1cc2cc(C)c(C)cc2[nH]c1=O (centres undefined)	31	66*
COc1ccc(C(=O)/C=C/c2ccccc2)cc1	11	-3
O=C(CSc1nnc(-c2ccco2)n1Cc1ccco1)c1ccc(F)cc1	11	8
CC(=O)c1cc(C(=O)Nc2ccc(Oc3ccc4c(c3)OCO4)cc2)cs1	5	-91
CC(=O)C1=C(O)C(=O)N(CCNCCO)C1c1ccc(C(C)C)cc1 (centres undefined)	9	10
OC(CN1CCC2(CC1)CC(O)c1ccccc1O2)c1ccc(F)c(F)c1 (centres undefined)	5	-55
CC1(C)Oc2ccc(C(=O)c3cccs3)cc2NC1=O	7	0
CCNC(=S)N(Cc1ccccc1)Cc1cc2cc(CC)ccc2[nH]c1=O	5	-12
O=C(CSc1nnns1)N1CCCc2ccccc21	15	-36
CC1=NN(c2ccc(F)cc2)C(=O)/C1=C\c1c(O)[nH]c(=S)[nH]c1=O	9	-10
c1ccc2oc(CN3CCOCC3)cc2c1	9	-14
CCOc1cc(CCC(=O)Nc2ccc3[nH]c4c(c3c2)CCCC4)on1	1	-67
CCC(CN1CCCCC1)NC(=O)Cc1csc(-c2ccccc2F)n1 (centres undefined)	7	-37
Cc1cc(C)c2cc(C)c(SCC(=O)Nc3ccc4c(c3)OCCO4)nc2c1	11	22
Cc1nc2ccccc2c(=O)n1NC(=S)Nc1ccccc1	14	-16
O=C(CN1c2cccc3cccc(c23)S1(=O)=O)Nc1ccc(F)cc1F	11	-75
Cc1ccc(NC(=S)N(CCO)Cc2cc3ccc(C)c(C)c3[nH]c2=O)c(C)c1	14	-73

The last three records of the section above lead into the next.
SMILES	PGE2 EP2 inh	EP2 mod
Cc1nc2ccccc2c(=O)n1NC(=S)Nc1ccccc1	14	-16
O=C(CN1c2cccc3cccc(c23)S1(=O)=O)Nc1ccc(F)cc1F	11	-75
Cc1ccc(NC(=S)N(CCO)Cc2cc3ccc(C)c(C)c3[nH]c2=O)c(C)c1	14	-73
CCOC(=O)C1=C(C)N(C)C(c2ccccc2)(C(F)(F)F)NC1=O (centres undefined)	43*	-18
CCCC(=O)Nc1ccc(NC(=O)CSc2nnc(-c3cccnc3)n2CC)cc1	16	1
COc1ccc(OC)c(CC(=O)N2CCC(C(=O)c3cccnc3)CC2)c1	9	-11
O=C(C1=C(O)C(=O)N(CC2CCCO2)C1c1ccc(O)cc1)c1ccco1 (centres undefined)	10	4
COc1cccc(OCc2cc(C3C(C#N)=C(N)Oc4cc(C)oc(=O)c43)ccc2OC)c1 (centres undefined)	9	6
O=C(Cn1nc2c3ccccc3nc(C3CC3)n2c1=O)NCc1cccs1	11	-12
COc1ccc(NS(=O)(=O)c2ccc3c(c2)OCCO3)c(OC)c1	14	-75
COc1ccc2c(c1)NC1(CCN(C(=O)CCn3nc(C)cc3C)CC1)c1cccn1-2	12	-52
C#CC(=O)N(c1ccc2c(c1)OCCO2)C(C(=O)NC1CCCC1)c1ccccc1 (centres undefined)	5	-62
CCC(C)(C)n1nnnc1C(c1ccc(C(F)(F)F)cc1)N1CCC(C)CC1 (centres undefined)	4	77*
Cc1ccsc1C(C(=O)NC1CCCC1)N(C(=O)c1csnn1)c1cccc(F)c1 (centres undefined)	11	41
Cc1cc(C(=O)NCCS(C)=O)c(-n2cccc2)s1 (centres undefined)	7	-28
Cc1cccc(N(CC(=O)N2CCCCCC2)S(C)(=O)=O)c1	10	-8
CCC(C)C(=O)O[C@H]1C[C@H](O)C=C2C=C[C@H](C)[C@H](CC[C@@H](O)C[C@@H](O)CC(=O)O)C21 (some centres undefined)	1	5
COc1ccccc1CNC(=O)C(C)n1nc(-c2cc(C)oc2C)cc(N)c1=O (centres undefined)	7	-19
COc1ccc(Cl)cc1C(=O)Nc1nc2ccc(NC(C)=O)cc2s1	6	-4
O=C(NCc1nc(-c2ccncc2)n[nH]1)C1(c2ccc(Cl)cc2)CCC1	4	0
Cc1cc(OCC(=O)NNC(=O)c2cc3ccccc3o2)ccc1Cl	13	-6
CCc1cc2cc(C)cc(C)c2nc1SCC(=O)NCc1cccs1	12	35
Cc1ccc(Cn2nnnc2CN2CCc3nc(N4CCOCC4)[nH]c(=O)c3C2)cc1	7	4
CCN1c2ncccc2C(=O)NC12CCN(C(=O)c1cccc3nccnc13)CC2	9	-34
O=S(=O)(c1ccc2ccccc2c1)N1CCN(S(=O)(=O)c2ccc3ccccc3c2)CC1	39	24
NNC(=O)CNC(=O)c1cccs1	14	18
c1ccc(CN2CCN(Cc3cccnc3)CC2)nc1	9	-16
Cc1cc2cc3c(cc2nc1SCc1ccc(C(=O)O)cc1)OCO3	12	-78

New compounds follow:
SMILES	PGE2 EP2 inh	EP2 mod
CC(C)[C@](N)(C(=O)O)c1ccccc1	9	7
CC(C(=O)NCCc1nc(-c2ccncc2)n[nH]1)c1ccccc1 (centres undefined)	0	14
O=C(Nc1cccc2ncccc12)c1ccncc1	10	5
CCOc1ccccc1C(=O)N(CC)Cc1cc2ccccc2[nH]c1=O	11	-16
Cc1cc(C)c2cc(CN(CC3CCCO3)C(=S)Nc3ccc(F)cc3)c(=O)[nH]c2c1 (centres undefined)	8	2
OCc1c[nH]c2ccccc12	12	9
O=C(CSc1n[nH]c(-c2cccc(Br)c2)n1)Nc1ccc(Br)cc1	16	-129
CCOc1ccccc1NC(=O)C(=O)NCCN1CCOCC1	11	-1
COC(=O)Cn1cnc2sc(C)c(-c3ccc(C)c(C)c3)c2c1=O	15	2
Cc1cnc(C(=O)NC(C)c2nc(-c3ccncc3)n[nH]2)cn1 (centres undefined)	10	-35
O=c1cc(CSc2nnc(Cn3nnc4ccccc43)o2)c2ccccc2[nH]1	7	28
O=C(NNC(=O)c1cnccn1)c1ccc(S(=O)(=O)N2CCCCC2)cc1	4	-4
CCC(=O)N(CCCO)Cc1cc2cc(CC)ccc2[nH]c1=O	12	-12
Cc1cccc(N(CC(=O)NC(C)(C)C)C(=O)c2csnn2)c1C	12	12
COc1cccc(C(O)CN2CCC3(CC2)CC(O)c2cc(C)ccc2O3)c1 (centres undefined)	10	-39
O=C(COc1ccc(S(=O)(=O)N2CCCC2)cc1)Nc1ccc(F)c(Cl)c1	6	-39
CCOc1cc(NC(=O)c2cccs2)c(OCC)cc1NC(=O)COc1ccccc1	13	0
O=c1n(CN2CCN(c3ccccc3)CC2)nc2c3ccccc3ncn12	9	-47
COC(=O)c1c(NC(=O)c2ccco2)sc(C(=O)Nc2cccc(Cl)c2)c1C	9	29
COc1cccc(C(=O)NCCNc2nc3cc(C)cc(C)c3cc2C#N)c1	17	19
Cc1ccc(NC2SC(=O)N(C)C2=O)cc1 (centres undefined)	8	-25
Cc1[nH]nc2oc(=O)c([N+](=O)[O-])c(C)c12	6	-5
Cc1ccc(CC(=O)NCCN2CCC(O)(c3ccc(C)cc3)CC2)cc1	7	-16
CC(C)(C)C(=O)c1cn(CC(=O)N2CCCCC2)c2ccccc12	18	-9
CC[C@@H](Cn1ncc2ccccc2c1=O)NC(=O)c1cccs1	8	-3

Full records, looked up by structure. Order of screens: PGE2 EP2 inh	EP2 mod
`COc1cccc(C(O)CN2CCC3(CC2)CC(O)c2cc(C)ccc2O3)c1` (centres undefined) as listed: 10	-39
`Cc1cnc(C(=O)NC(C)c2nc(-c3ccncc3)n[nH]2)cn1` (centres undefined) as listed: 10	-35
`O=C(COc1ccc(S(=O)(=O)N2CCCC2)cc1)Nc1ccc(F)c(Cl)c1` as listed: 6	-39

Following part:
SMILES	PGE2 EP2 inh	EP2 mod
CC[n+]1cccc2ccc3cccnc3c21	8	21
CC(C)(C)NC(=O)c1ccc2snnc2c1	6	-42
CCC(C)NC(=O)CCSc1nc(-c2ccc(OC)cc2)cc(C(F)(F)F)n1 (centres undefined)	8	-102
COc1ccc(N2CCN(CC(=O)N3C(C)CCCC3C)CC2)cc1 (centres undefined)	5	7
CCCn1ncc(CN(Cc2ccccc2OC)CC2CCCO2)c1C (centres undefined)	6	17
CCc1nn(CC(=O)N2CCCCC2)c(=O)c2cc3occc3n12	10	-48
O=C(O)[C@H]1CCCC[C@@H]1C(=O)Nc1nc2ccccc2[nH]1	11	5
Cc1ccc(-c2csc(NC(=O)CSc3nnc(CN4CCOCC4)n3C)n2)cc1	8	1
C=C1C[C@]23C[C@@]1(O)CC[C@H]2[C@@]12C=C[C@H](O)C(C)(C(=O)O1)[C@H]2[C@@H]3C(=O)O	15	30
Fc1ccccc1CN(Cc1cccnc1)Cc1ccccc1OCc1ccccn1	11	54
O=C1SC(Nc2ccc3ccccc3c2)C(=O)N1c1ccccc1 (centres undefined)	4	6
CCC(C)(C)NC(=O)C(c1ccccn1)N(Cc1ccc(C)cc1)C(=O)c1csnn1 (centres undefined)	14	15
COCCCN(C(=O)c1cccs1)c1nc(-c2ccc(OC)cc2)cs1	9	46
COCc1cc(C)nc(SCc2ccc(F)cc2)c1C#N	10	13
CCN1CCN(C(=O)CN(c2ccc(Cl)c(C(F)(F)F)c2)S(C)(=O)=O)CC1	11	20
Cc1cc(N2CCN(C(=O)c3ccnc4ccc(Cl)cc34)CC2)nc(C)n1	6	1
CC(C)Nc1nc(NC(N)=O)nc(NC(C)C)n1	9	-20
CCCC(=O)N(Cc1cc2cc(OC)ccc2[nH]c1=O)C(C)(C)C	11	-20
COc1ccc(-c2nnc(SCC(=O)Nc3cc(OC)ccc3OC)o2)cc1	8	-66
COCCNC(=S)N(Cc1cccs1)Cc1cc2ccc(C)c(C)c2[nH]c1=O	16	2
CCOc1ccccc1NC(=O)CN1CCN(c2nc(-c3cccc(OC)c3)cs2)CC1	10	-38

Sorted by molar mass (ascending): some entries from above
SMILES	PGE2 EP2 inh	EP2 mod
CCCC(=O)N(Cc1cc2cc(OC)ccc2[nH]c1=O)C(C)(C)C	11	-20
COc1ccc(N2CCN(CC(=O)N3C(C)CCCC3C)CC2)cc1 (centres undefined)	5	7
C=C1C[C@]23C[C@@]1(O)CC[C@H]2[C@@]12C=C[C@H](O)C(C)(C(=O)O1)[C@H]2[C@@H]3C(=O)O	15	30
Cc1ccc(-c2csc(NC(=O)CSc3nnc(CN4CCOCC4)n3C)n2)cc1	8	1
CCOc1ccccc1NC(=O)CN1CCN(c2nc(-c3cccc(OC)c3)cs2)CC1	10	-38

This is a subset (hit frequency here may not be typical).
